Screening data (PubChem)
HTR1A agonist: 5-HT1a (human) receptor agonism. 65,000 tested, 0.56% active. AID 567. P08908. CHO 5-HT1a Ga15 NFAT-bla reporter, FRET ratio; 0% basal, 100% maximal reference agonist. activation, % at 10 µM;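 active = activation above the screen-wide mean activation plus 3 SD, cut at about 19% in these data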;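 note: 0% = DMSO wells and 100% = 5-CT at EC100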
Target sequence (P08908 whole entry, looked up): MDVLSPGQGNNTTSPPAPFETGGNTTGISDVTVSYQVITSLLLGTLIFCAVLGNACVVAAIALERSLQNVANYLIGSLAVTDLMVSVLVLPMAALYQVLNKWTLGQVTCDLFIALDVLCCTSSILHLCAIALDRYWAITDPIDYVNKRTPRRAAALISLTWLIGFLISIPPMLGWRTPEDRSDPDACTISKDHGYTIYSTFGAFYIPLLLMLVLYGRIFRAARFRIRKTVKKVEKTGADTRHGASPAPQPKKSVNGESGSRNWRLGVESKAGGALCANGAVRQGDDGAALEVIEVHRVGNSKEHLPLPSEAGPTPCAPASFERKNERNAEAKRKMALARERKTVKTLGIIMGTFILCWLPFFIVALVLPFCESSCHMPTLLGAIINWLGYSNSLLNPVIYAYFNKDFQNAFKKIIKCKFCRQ
M1 ag: activates the M1 muscarinic receptor; B-score at 10 µM; AID 626; 64,000 tested, 3% active; CHO-M1 cells, Fluo-4 calcium fluorescence, agonist mode; stronger effect = higher value;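 active = fluorescence rise, raw or as B-score row- and column-corrected plate score, outside the 99.7% band of its plate's samples, either direction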
HER2 expr 66K: Her2 kinase expression inhibition; HER2 level % of control, % at 10 µM; 65,000 tested, 0.69% active; SKBR-3 HER2 protein level, AlphaScreen, 18-24 h; stronger effect = lower value; P04626;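 active = HER2 level under 5% of the carrier-only control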;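 note: 100% = DMSO carrier and 0% = 500 nM PU-H71 HSP90 inhibitor; lower value means stronger loss of Her2 protein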
Ec RNAP inh: Escherichia coli RNA polymerase inhibition. E. coli RNA polymerase, fluorescence transcription assay. inhibition, %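 (tested at 10 µM)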. 62,000 tested, 0.2% active. AID 559; in the data active = inhibition above about 20%;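 note: 0% = enzyme without compound and 100% = no enzyme blank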
NADH enzymes: blocks coupling enzymes of NAD/NADH assays; coupled PK/LDH NADH assays, four targets; IC50, µM (doses to about 10 µM), inactives show top-dose inhibition; 65,000 tested, 0.02% active; AID 774;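 active = single-dose screening hits from any of four coupled enzyme assays that gave an IC50 when retested across doses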;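 note: the DPM-DC format reads NADH fluorescence rather than 340 nm absorbance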
Fluor 339 460: intrinsic fluorescence of library compounds, ex339/em460 – biochemical, MLSMR library, data from DPM-DC assay, artefact control, profiling panel. 65,000 tested, 5.5% active. compound autofluorescence, ex339/em460 nm, NADH buffer; stronger effect = higher value; 1 = no-compound wells, NADH background. AID 709. fluorescence fold increase at 10 µM;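 active = at 10 µM, mean starting fluorescence two-fold or more over control wells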;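 note: signal is the first read of a kinetic run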
M1 antagonist: M1 muscarinic receptor (rat) antagonism; CHO-M1 cells, Fluo-4 calcium, ACh EC80 antagonist mode; stronger effect = lower value; 64,000 tested, 3.4% active; B-score at 10 µM; AID 628;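 active = calcium fluorescence response, raw or row-and-column corrected B-score, differing from the plate sample mean either way at a set confidence level, mostly lower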
Hsp90 block: displaces geldanamycin probe from tumor Hsp90; P07900; NCI-N417 lysate Hsp90, Cy3B-geldanamycin FP displacement; inhibition, % at 30 µM; 64,000 tested, 0.35% active;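 active = inhibition above 50%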;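 note: 0% = tracer plus lysate wells and 100% = tracer alone without lysate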
D1 allo mod: allosterically modulates the human D1 dopamine receptor. AID 641. 58,000 tested, 5.9% active. B-score at 10 µM. HEK293 D1, CRE-luciferase, dopamine EC30 potentiation; actives deviate in either direction;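 active = luminescence count or its row- and column-corrected plate score outside the 99.7% band of the plate's sample wells, on either side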
Target sequence (P21728 whole entry, looked up): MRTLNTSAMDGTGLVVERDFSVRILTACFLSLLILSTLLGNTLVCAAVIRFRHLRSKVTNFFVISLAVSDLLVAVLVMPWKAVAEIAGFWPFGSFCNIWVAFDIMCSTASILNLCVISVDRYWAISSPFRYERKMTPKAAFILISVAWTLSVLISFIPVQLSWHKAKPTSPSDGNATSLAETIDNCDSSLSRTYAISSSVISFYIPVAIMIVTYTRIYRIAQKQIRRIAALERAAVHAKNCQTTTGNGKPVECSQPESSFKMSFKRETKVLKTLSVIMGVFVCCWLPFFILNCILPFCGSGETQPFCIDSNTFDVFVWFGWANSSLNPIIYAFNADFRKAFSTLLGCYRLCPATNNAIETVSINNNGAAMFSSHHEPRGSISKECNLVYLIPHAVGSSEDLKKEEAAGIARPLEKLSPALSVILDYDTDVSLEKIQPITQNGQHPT
* hit, by the source's call; / = no result given; [ ] = another dose, or the depositor's remark.

| no. | SMILES | M1 ag | HTR1A agonist | HER2 expr 66K | Ec RNAP inh | Hsp90 block | D1 allo mod | Fluor 339 460 | NADH enzymes | M1 antagonist |
| --- | --- | --- | --- | --- | --- | --- | --- | --- | --- | --- |
| 1 | CCOC(=O)c1c(N)sc2c(OC)c(Br)ccc12 | 1.9 | 1.0 | 103.7 | 11.1 | -3.0 | 0.235 | 1.03 | 4.0% | 0.176 |
| 2 | Cc1cccc(NC(=O)CN(C)S(=O)(=O)c2cccc3nsnc23)c1C | 0.53 | -1.8 | 80.3 | 3.3 | -3.3 | 1.13 | 1.12 | 4.0% | -0.736 |
| 3 | COCCNC(=O)C(c1ccc(C)o1)N(C(=O)c1snc(C(N)=O)c1N)c1cc(C)cc(C)c1 (centres undefined) | -0.665 | 4.8 | 60.1 | 7.9 | -0.6 | -0.242 | 2.15* | 12.0% | 0.00156 |
| 4 | O=C(Nc1nnc(SCC(=O)N2CCCCC2)s1)C1CCCCC1 | 1.31 | 3.9 | 94.2 | 0.5 | -0.3 | 2 | 1.03 | 5.0% | 0.301 |
| 5 | COc1ccc(NC2CC(=O)N(c3cccc(C)c3)C2=O)cc1 (centres undefined) | 0.816 | -0.5 | 96.9 | 5.3 | -0.5 | 0.00165 | 1.1 | 6.0% | 0.549 |
| 6 | N#Cc1c(NC(=O)c2ccc(Br)o2)n(-c2ccccc2)c2nc3ccccc3nc12 | 42.3* | 4.5 | 56.9 | 1.4 | 43.9 | 1.55 | 3.02* | 3.0%[fluoresces] | -0.745 |
| 7 | COCCCNC(=O)c1cc2c(=O)n(C)c3ccccc3c2n1C | 0.853 | 1.5 | 80.5 | 5.9 | -2.9 | 0.144 | 1.25 | 1.0% | 0.303 |
| 8 | Cc1ccc2nc(C)cc(OCC(=O)O)c2c1 | 1.83 | -0.3 | 70.6 | 7.9 | -1.1 | 0.738 | 1.06 | 7.0% | 0.0912 |
| 9 | O=C1c2[nH]nc(-c3ccccc3O)c2C(c2ccc(F)cc2)N1CC1CCCO1 (centres undefined) | -0.0821 | -0.7 | 70.5 | 3.6 | 0.8 | / | 1.16 | 5.0% | 0.965 |
| 10 | COc1ccccc1OC(=O)c1ccc2nsnc2c1 | 0.294 | -3.5 | 66.8 | 13.8 | -2.4 | -0.199 | 1.02 | 3.0% | -0.112 |
| 11 | O=C(NCCSCc1ccco1)Nc1cccc(Cl)c1 | 0.0137 | -2.3 | 68.3 | -5.3 | -6.7 | 0.0885 | 1.03 | 1.0% | -0.331 |
| 12 | Cc1ccc(C)c(Cn2c(=O)n(CCC(=O)NCc3ccco3)c(=O)c3ccccc32)c1 | 1.14 | 0.9 | 87.1 | -3.4 | -2.7 | -0.0876 | 1.11 | 6.0% | -0.0841 |
| 13 | O=C(Cn1cc2c(n1)CCCCC2)NC1CCCCCC1 | -2.15 | 0.1 | 106.5 | -3.1 | -0.1 | 0.77 | 1.14 | 5.0% | 0.254 |
| 14 | Cc1ccnc(NC(=O)C2CCC(CNc3c(N4CCCC4)c(=O)c3=O)CC2)c1 (centres undefined) | 0.515 | -1.5 | 102.2 | 7.0 | -1.8 | -0.695 | 1.04 | 1.0% | -0.107 |
| 15 | Cc1ccc2cc(C#N)c(N3CCCC3)nc2c1C | -2.2 | 4.4 | 72.0 | -3.1 | -3.8 | 0.00176 | 1.47 | 12.0% | 0.657 |
| 16 | Cc1nn(-c2ccccc2)c(C)c1C(=O)OCC(=O)NCc1ccco1 | -1.08 | -1.4 | 110.2 | 6.7 | -4.1 | 0.107 | 1.03 | 7.0% | 1.69 |
| 17 | CC(C)(C)C(=O)NC1CCN(S(=O)(=O)c2cccc(C(F)(F)F)c2)CC1 | 0.729 | -2.5 | 71.7 | 7.5 | -1.7 | -1.16 | 1.11 | 6.0% | 0.373 |
| 18 | O=C(Cn1ncc2c(=O)oc3ccccc3c21)N1CCN(c2ccccn2)CC1 | 1.9 | -1.5 | 108.2 | 0.9 | 0.5 | 0.189 | 1.17 | 1.0% | 0.427 |
| 19 | O=C(CN1CCc2ccccc2C1)N1CCN(S(=O)(=O)c2ccccc2)CC1 | -0.0172 | 1.4 | 148.9 | / | -0.8 | 0.0886 | 1.03 | 5.0% | -1.14 |
| 20 | CCOC(=O)c1[nH]c(=O)c2ccccc2c1O | -0.122 | -3.4 | 94.8 | 0.9 | -5.7 | -0.463 | 1.42 | 3.0% | 0.06 |

As entered above:
entry 1 @ NADH enzymes: 4.0%
entry 11 @ Ec RNAP inh: -5.3

Reprinted at random: two compounds from above.
| no. | SMILES | M1 ag | HTR1A agonist | HER2 expr 66K | Ec RNAP inh | Hsp90 block | D1 allo mod | Fluor 339 460 | NADH enzymes | M1 antagonist |
| --- | --- | --- | --- | --- | --- | --- | --- | --- | --- | --- |
| 19 | O=C(CN1CCc2ccccc2C1)N1CCN(S(=O)(=O)c2ccccc2)CC1 | -0.0172 | 1.4 | 148.9 | / | -0.8 | 0.0886 | 1.03 | 5.0% | -1.14 |
| 13 | O=C(Cn1cc2c(n1)CCCCC2)NC1CCCCCC1 | -2.15 | 0.1 | 106.5 | -3.1 | -0.1 | 0.77 | 1.14 | 5.0% | 0.254 |

Other structures:
| no. | SMILES | M1 ag | HTR1A agonist | HER2 expr 66K | Ec RNAP inh | Hsp90 block | D1 allo mod | Fluor 339 460 | NADH enzymes | M1 antagonist |
| --- | --- | --- | --- | --- | --- | --- | --- | --- | --- | --- |
| 21 | CC1(C)CC(=O)C2=C(C1)Nc1[nH]n(-c3ccccc3)c(=O)c1C2c1ccc2c(c1)OCO2 (centres undefined) | / | -1.3 | 91.1 | 8.7 | 5.3 | 0.242 | 1 | 9.0% | / |
| 22 | Cc1cc(-c2nn3c(C)nnc3s2)ccc1NC(=O)C(C)(C)C | -1.15 | -6.3 | 91.0 | 5.2 | -1.7 | -2.68 | 1.05 | 7.0% | 0.614 |
| 23 | CCOC(=O)C1=C(C)NC(=O)NC1c1ccc(NC(C)=O)cc1 (centres undefined) | 0.153 | -2.1 | 119.0 | 3.2 | 1.8 | -1.38 | 1.08 | 3.0% | -0.011 |
| 24 | CCCN(C#N)c1nc(NCC)nc(NC(C)C)n1 | 0.665 | -0.6 | 247.9 | -4.1 | 3.8 | 16.6* | 1.04 | 7.0% | -0.281 |
| 25 | C#CCNc1nc(C(C)C)nc2c1nnn2Cc1ccccc1F | -0.271 | 0.4 | 76.9 | 1.3 | 3.2 | 8.02* | 1.04 | 5.0% | -0.101 |
| 26 | COC(=O)CN1C(=O)C2(OCCCO2)c2cc(Br)ccc21 | 0.0823 | -4.8 | 87.0 | 1.0 | 0.9 | 1.5 | 1.12 | 6.0% | 0.033 |
| 27 | Cc1cc2cc(CCNC(=O)c3ccc(S(=O)(=O)N4CCOCC4)cc3)c(=O)[nH]c2cc1C | 6.66* | -3.1 | 79.0 | 9.0 | -2.5 | -0.852 | 1.2 | 7.0% | -1.91 |
| 28 | CCCn1c(CN2CCCCC2C)nc2c1c(=O)n(C)c(=O)n2C (centres undefined) | -0.411 | -8.0 | 104.3 | 16.3 | -0.2 | -0.279 | 1.01 | 3.0% | 0.131 |
| 29 | COc1ccccc1NC(=O)CSc1nc(O)cc(=O)n1-c1ccccc1OC | -0.332 | -1.1 | 29.7 | 8.0 | -6.9 | 0.0885 | 0.95 | 16.0% | 0.166 |
| 30 | O=C1C2C3C=CC(C3)C2C(=O)N1CC1CCCO1 (centres undefined) | 0.812 | -3.0 | 100.1 | -2.5 | -2.3 | 0.204 | 1.1 | 5.0% | 0.464 |
| 31 | O=C(Cc1coc(-c2ccc(F)cc2)n1)Nc1ccccc1 | 0.709 | 0.7 | 116.9 | 6.8 | 0.9 | -0.22 | 1 | 7.0% | -0.589 |
| 32 | O=C(CC1Oc2ccccc2NC1=O)NCc1ccccc1 (centres undefined) | 0.289 | -1.5 | 91.3 | 0.3 | 2.0 | 0.332 | 1.07 | 4.0% | -0.391 |
| 33 | Cc1ccc(N2CC(C(=O)Nc3ccc(N(C)C)cc3)CC2=O)cc1C (centres undefined) | -0.131 | 1.2 | 87.9 | 0.2 | -1.2 | / | 1.1 | 3.0% | 0.0316 |
| 34 | COC(=O)c1nnn(-c2nonc2N)c1CSc1ccc(Cl)cc1 | -0.142 | -1.5 | 100.1 | 10.6 | 4.7 | 1.02 | 1.06 | 1.0% | -0.00131 |
| 35 | CCOC(=O)c1ccc(N2C(=O)CC(N3CCC(C(=O)OCC)CC3)C2=O)cc1 (centres undefined) | 0.0385 | -1.1 | 87.3 | 0.5 | 1.4 | -0.257 | 1.12 | 1.0% | -0.522 |
| 36 | COCCN(CCOC)S(=O)(=O)c1ccc(C(=O)Nc2nc(C)c(C(C)=O)s2)cc1 | / | -3.0 | 106.7 | 5.2 | -4.3 | / | 1.09 | 5.0% | / |
| 37 | CSc1nnc2c3ccccc3n(CCc3ccccc3)c2n1 | -1.29 | -0.8 | 111.2 | -12.0 | -5.0 | 0.475 | 1.06 | 10.0% | 0.473 |
| 38 | CCOc1cc(C2NC(=O)NC(O)(C(F)(F)F)C2C(=O)c2ccc(OC)cc2)ccc1O (centres undefined) | 0.00713 | 0.4 | 72.2 | 7.1 | -2.4 | 0.0159 | 1.01 | 4.0% | -0.392 |
| 39 | CCOc1ccc(N(CC(=O)NCC2CCCO2)S(=O)(=O)c2ccc(OC)c(OC)c2)cc1 (centres undefined) | -0.0941 | 0.9 | 93.2 | 7.7 | -3.4 | 0.623 | 1.04 | 2.0% | 0.273 |
| 40 | Clc1ccc(OCc2nc(-c3ccncc3)no2)c(Cl)c1 | 0.85 | 0.4 | 103.4 | 8.2 | -0.7 | -0.289 | 1.15 | 1.0% | -0.586 |

Four entries out of the list above, arranged by the number in D1 allo mod, rising:
item | compound | M1 ag | HTR1A agonist | HER2 expr 66K | Ec RNAP inh | D1 allo mod | Fluor 339 460 | NADH enzymes | M1 antagonist
27 | Cc1cc2cc(CCNC(=O)c3ccc(S(=O)(=O)N4CCOCC4)cc3)c(=O)[nH]c2cc1C | 6.66* | -3.1 | 79.0 | 9.0 | -0.852 | 1.2 | 7.0% | -1.91
3 | COCCNC(=O)C(c1ccc(C)o1)N(C(=O)c1snc(C(N)=O)c1N)c1cc(C)cc(C)c1 (centres undefined) | -0.665 | 4.8 | 60.1 | 7.9 | -0.242 | 2.15* | 12.0% | 0.00156
11 | O=C(NCCSCc1ccco1)Nc1cccc(Cl)c1 | 0.0137 | -2.3 | 68.3 | -5.3 | 0.0885 | 1.03 | 1.0% | -0.331
25 | C#CCNc1nc(C(C)C)nc2c1nnn2Cc1ccccc1F | -0.271 | 0.4 | 76.9 | 1.3 | 8.02* | 1.04 | 5.0% | -0.101

Next section
| no. | SMILES | M1 ag | HTR1A agonist | HER2 expr 66K | Ec RNAP inh | Hsp90 block | D1 allo mod | Fluor 339 460 | NADH enzymes | M1 antagonist |
| --- | --- | --- | --- | --- | --- | --- | --- | --- | --- | --- |
| 41 | CC(C)(C)NC(=O)C(c1cccs1)N(CC1CCCO1)C(=O)Cn1nnc(-c2cccs2)n1 (centres undefined) | 1.13 | -0.1 | 90.0 | -1.4 | 0.7 | 0.216 | 1.14 | 2.0% | 0.53 |
| 42 | CCN(CC)C(=O)CSc1nc2ccc(NC(=O)CSc3nccn3C)cc2s1 | -0.183 | 2.8 | 97.4 | 7.4 | -9.1 | 0.134 | 1.09 | 2.0% | -0.32 |
| 43 | N#Cc1cnn(Cc2ccc(Cl)cc2)c1N | 0.509 | -1.2 | 142.9 | 6.9 | -8.6 | -0.0348 | 1.05 | 4.0% | -1.38 |
| 44 | COc1ccccc1N1CCN(CCc2n[nH]c(=S)n2-c2ccccc2)CC1 | -0.374 | 2.3 | 93.8 | / | 1.6 | -1.63 | 1.08 | 15.0% | 0.358 |

An unsorted share of the library (roughly 16% active in at least one column).
